Cycloheximide cs = counter-screen for Shiga toxin inhibitors: cycloheximide protein synthesis inhibition; AID 2314; cell reporter, cycloheximide protein synthesis inhibition counterscreen; max response, %; actives 12% (n = 300,000); in the data active = max response mostly above about 13%, no sharp cut-off; inactive = mostly below about 14%; note: read at 38.3 µM for the half of the compounds with a filed dose; 0% is about no effect
Shiga toxin inh = Shiga toxin inhibition; Vero cells, Shiga toxin protein synthesis inhibition reporter; inhibition, % at 38.7 µM; actives 9.2% (n = 290,000); AID 2315; in the data active = inhibition mostly above about 28%, no sharp cut-off; inactive = mostly below about 43%; note: 0% is about no effect
AMA1-RON2 inh = inhibitors of Plasmodium falciparum AMA1-RON2 interaction; Potency, µM (top dose mostly 58.2 µM), for inactives: at the top dose activity change, negative = inhibition, actives largely listed as inhibitors; AlphaScreen AMA1-biotinylated RON2 peptide binding; actives 0.2% (n = 360,000);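 note: potency is the fitted concentration of half-maximal effect; 0% = vehicle wells and -100% = peptide control; nearly all actives have a fitted effect of over 45% in size; some results filed as inactive show a strong effect at the top dose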
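AMA1 (3D7) with his tag at 25 nM final met compounds first, then biotinylated RON2 peptide at 25 nM; detection used donor plus acceptor beads, 10 µg/mL apiece, read by AlphaScreen after 30 min at room temperature.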
AmpC detergent = AmpC beta-lactamase inhibition with detergent present. AmpC hydrolysis of nitrocefin, absorbance 480 nm, 0.01% Triton. Potency, µM (top dose mostly 114 µM), for inactives: top-dose activity change, negative = inhibition, usual class: inhibitors. actives 0.041% (n = 370,000);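 note: potency is the fitted concentration of half-maximal effect; 0% = no-compound wells and -100% = no-enzyme wells; nearly all actives have a fitted effect of over 25% in size; some results filed as inactive show a strong effect at the top dose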
Target sequence (P00811 whole entry, looked up): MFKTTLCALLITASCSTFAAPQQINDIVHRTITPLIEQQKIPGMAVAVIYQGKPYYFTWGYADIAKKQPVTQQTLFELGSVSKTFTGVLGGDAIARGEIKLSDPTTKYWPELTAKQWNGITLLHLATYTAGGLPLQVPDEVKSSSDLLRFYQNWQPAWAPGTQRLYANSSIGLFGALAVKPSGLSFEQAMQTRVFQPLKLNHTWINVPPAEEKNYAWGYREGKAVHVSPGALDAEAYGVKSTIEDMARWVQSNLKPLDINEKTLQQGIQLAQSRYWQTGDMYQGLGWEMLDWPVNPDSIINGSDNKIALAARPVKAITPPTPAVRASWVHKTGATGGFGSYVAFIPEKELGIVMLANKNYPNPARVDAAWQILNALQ
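20 mM phosphate pH 7.0 + 0.01% (detergent screen) or 0.0001% Triton X-100; 5.3 nM AmpC reagent; cpd preinc 15 min RT; nitrocefin (800 uM stock) to start; A480 q20 s × 4 min; Activity was normalised to no-enzyme and no-compound control wells.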
HCMV inh = blocks human cytomegalovirus replication | HFF cells, HCMV-luciferase reporter, 72 h; active compounds read low | activity change, negative = inhibition, % at 57.5 µM | actives 4.5% (n = 410,000) | AID 1259415; in the data active = activity change below about -60%; inconclusive = no clear call, values can overlap the other calls; inactive = above about -39%; note: % is set by controls: 0 for no effect and ±100 for the full control effect
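After 16 h attachment at 37C, HFF cells received test compound and HCMV-luciferase (1 PFU/cell); reporter luminescence read 72 h later, data normalized against buffer-only and known inhibitor Salinomycin.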
AmpC inh no detg = AmpC beta-lactamase inhibition without detergent | P00811 | AmpC nitrocefin hydrolysis, absorbance 480 nm, 0.0001% Triton | Potency, µM (series often up to 57.1 µM), for the others: at the top dose activity change, negative = inhibition, actives largely listed as inhibitors | actives 0.52% (n = 330,000) | AID 485341;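 note: potency is the fitted concentration of half-maximal effect; plate controls were no compound for no effect and no enzyme for full effect; nearly all actives have a fitted effect of over 20% in size; some results filed as inactive show a strong effect at the top dose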
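AmpC (5.3 nM in the dispensed reagent) in 20 mM phosphate pH 7.0 with 0.01% (detergent screen) or 0.0001% Triton X-100 was preincubated with compounds for 15 min at room temperature. Nitrocefin was then added from an 800 uM solution, and hydrolysis was followed at 480 nm.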
FBPA Giardia inh = Giardia lamblia aldolase inhibition; A8B2U2; purified Giardia FBPA; Potency, µM (series often up to 59.6 µM), for the others: at the top dose activity, negative = inhibition, usual class: inhibitors; actives 0.71% (n = 290,000); AID 2451; note: potency is the fitted concentration of half-maximal effect; % is set by controls: 0 for no effect and ±100 for the full control effect; nearly all actives have a fitted effect of over 55% in size
Target sequence (A8B2U2 whole entry, looked up): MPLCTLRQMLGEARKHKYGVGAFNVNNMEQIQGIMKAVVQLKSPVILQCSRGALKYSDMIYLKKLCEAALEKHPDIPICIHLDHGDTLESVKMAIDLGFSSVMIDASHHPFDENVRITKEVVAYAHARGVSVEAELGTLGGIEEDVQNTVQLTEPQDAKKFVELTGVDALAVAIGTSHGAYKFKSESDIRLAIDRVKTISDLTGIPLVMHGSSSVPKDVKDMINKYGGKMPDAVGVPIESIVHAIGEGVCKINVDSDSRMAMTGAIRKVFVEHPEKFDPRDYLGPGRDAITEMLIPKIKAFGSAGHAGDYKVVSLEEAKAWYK
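Giardia FBPA (40 nM reagent) was preincubated 10 min at RT with compound (up to 57.5 uM final), then substrate plus GAPDH/TPI/NAD/arsenate coupling system with diaphorase/resazurin was added; resorufin fluorescence (525/598 nm) was read after 20 min.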
Starred values were filed as active, the others as inactive; ? = inconclusive; . = no result given; & = joins results of further samples; [ ] = remark or other dose. Unless noted, calls come from the whole dose curve; as a rule, active = well fitted curve in the direction sought with a large enough effect; inconclusive = small, poorly fitted or top-dose-only effect, or another doubt; inactive = no such curve, though single readings can be large; an effect the other way counts as inactive or inconclusive.

mol,AmpC detergent,Shiga toxin inh,AmpC inh no detg,HCMV inh,FBPA Giardia inh,Cycloheximide cs,AMA1-RON2 inh
COc1ccc(-c2noc(CSc3nc4ccccc4c(=O)n3-c3ccc(C)cc3)n2)cc1,?,-9.1,-17.6%,-17.8,-7.2%,-3.1,-8.8%
COc1ccccc1N1CCN(C(=O)COc2cccc(C)c2C)CC1,-11.9%,11.2,160.2%[activator],7.6,3.5%,-2.3,-1.4%
CC(=O)Nc1ccc2sc(C)nc2c1,-7.0%,-3.3,-1.2%,-18.7,1.3%,-3.4,-6.4%
COC(=O)C1=C(C)NC(=O)NC1C1CC=CCC1 (stereo not given),?,-3.4,-6.0%,23.2,6.6%,-1.5,5.4%
CNC(=O)COC(=O)c1cc(-c2ccco2)nc2ccccc12,1.7%,10.5,-4.4%,?,?,-2.3,?
COc1ccc(CC(=O)Nn2c(-c3ccccc3)nc3ccccc3c2=O)cc1,?,-9.1,-4.2%,-2.5,4.7%,-2.1,-10.2%
O=S1(=O)CCOC[C@H](CC2CCCCC2)N1Cc1ccccc1Br,0.0%,4.4,2.4%,-9.9,3.3%,-1.3,1.2%
CCOc1ccc(-n2cc(C(=O)NCc3ccco3)c3cc(OC)c(OC)cc3c2=O)cc1,?,-8.3,80.8%[activator],63.2,-2.1%,-1.9,16.3%
COc1cc(CNCCCSc2nnnn2C)cc(Br)c1OC,-4.7%,.,-10.2%,-13.0,.,.,.
CC1CN(CC(O)COc2ccc(C#N)cc2)CCN1CC(O)COc1ccc(C#N)cc1 (stereo not given),-7.9%,22.3,-10.7%,-4.3,-3.2%,-5.8,11.5%
O=C(NCCN1CCOCC1)c1cc(-c2ccc(Cl)cc2Cl)on1,-3.1%,50.2*,-7.7%,-2.2,-5.2%,20.2*,13.9%
C/C(Cc1ccccc1)=N\NC(=O)CNC(=O)/C=C\c1ccccc1,3.3%,-0.3,-21.5%,-19.2,12.5%,3.6,8.7%
COc1ccc(-c2ccc(SCC(=O)NC3CCCCC3)nn2)cc1,1.1%,47.4,-38.0%,44.1,-6.7%,8.9,1.7%
COc1cc(OC)cc(-c2nn[nH]n2)c1,?,-15.2,-7.0%,30.5,-7.6%,-3.4,4.7%
CC1CC(=O)Nc2ccccc2N1C(=O)CN1C(=O)C(=O)N(C)C1=O (stereo not given),.,.,-12.3%,12.7,.,.,-12.4%
CSc1ccc(S(=O)(=O)N2CCC(C(=O)N3CCc4ccccc4C3)CC2)cc1,5.0%,2.7,-2.6%,-6.6,10.4%,-0.4,1.1%
O=C(CCS(=O)(=O)c1ccc(F)cc1)Nc1nnc(-c2ccco2)o1,?,.,-14.6%,-31.3,.,.,72.5%[activator]
Cc1onc(-c2ccccc2Cl)c1C(=O)N1CCN(C(=O)c2ccco2)CC1,-2.8%,-7.3,1.7%,-12.5,8.6%,11.0,7.1%
NC(=O)Nc1ccc(C(=O)OCC(=O)Nc2cccc(S(=O)(=O)NC3=NCCC3)c2)cc1,-2.3%,.,-19.6%,25.5,.,.,-2.1%
CCOC(=O)N/N=C(/C)c1ccc(N2C(=O)C3CCCCC3C2=O)cc1 (stereo not given),3.4%,6.3,-7.0%,-12.9,0.1%,7.3,-4.3%
O=C(NCc1ccc(Cl)cc1)Nc1ccc(F)cc1,9.0%,28.7,-41.9%,6.0,1.7%,48.7*,-3.8%
COc1ccc(CN(C(=O)CNC(=O)c2ccco2)C(C(=O)NCC2CCCO2)c2ccccc2)cc1 (stereo not given),4.7%,1.3,56.7%,-34.9,.,7.8,-20.2%
C/C(=N\Nc1ccc(C(=O)O)cc1)c1ccc(S(=O)(=O)NCc2ccco2)cc1,6.9%,76.9*,-23.8%,4.4,11.6%,45.2*,39.4%[activator]
O=C(CSc1nc2cc([N+](=O)[O-])ccc2n1-c1ccccc1)NCc1ccc2c(c1)OCO2,1.7%,17.7,-24.1%,?,7.92µM*,-1.2,9.0%
O=C(NC1CCCCC1)c1cc(-c2ccccn2)nc2ccccc12,-13.4%,3.8,-5.0%[11.4 µM],?,8.5%,-1.9,-16.1%
O=C(CSc1nnc(COc2ccccc2)o1)N1CCCC1,0.5%,-2.8,-8.4%,?,.,-1.5,0.0%
CCOCCCNC(=O)C(NC(=O)c1ccccc1O)c1ccccc1 (stereo not given),-4.9%,-10.2,-37.9%,-16.0,-8.3%,-4.4,-12.9%
CC(Oc1ccc(F)cc1)C(=O)Nc1sc2c(c1C(=O)NCc1cccnc1)CCCC2 (stereo not given),0.8%,-13.7,50.0%,35.6,-9.8%,1.5,-12.6%
CCCn1c(N2CCN(C(=O)N3CCCCC3)CC2)nc2ccccc21,?,39.7,37.4%,-17.8,-8.5%,-3.7,-0.7%
COc1ccc(OCC(=O)N2CCN(CC3CC4C=CC3C4)CC2)cc1 (stereo not given),-2.1%,8.9,42.6%[activator],-27.8,-5.3%,-3.7,-0.6%
COC(=O)c1c(C)[nH]c(C(=O)/C=C/c2ccccc2Cl)c1C,-3.8%,104.7*,-11.7%,27.6,2.2%,60.6*,2.5%
N#CC1=C(N)Oc2cc(N)ccc2C1c1ccc(Cl)cc1 (stereo not given),-1.9%,-5.9,11.2µM*,-18.1,-8.7%,1.2,-6.3%
CCCCCCN=CC1=C(O)C(C(=O)OC)C(C)(C)CC1=O (stereo not given),0.9%,-8.1,19.0%,38.4,3.0%,-3.7,2.1%
O=C(c1ccc(F)cc1)C(CN1CCOCC1)c1ccccc1 (stereo not given),-9.9%,-23.7,-14.3%,-76.6*,-11.6%,-6.3,-3.9%
Cc1ccc(S(=O)(=O)N(C)CC(=O)Nc2nnc(CC(C)C)s2)cc1,-7.3%,-4.5,-13.7%,13.7,.,-1.0,-5.8%
FC(F)(F)C(Oc1nc(Nc2ccc(Cl)cc2)nc(N2CCOCC2)n1)C(F)(F)F,-2.6%,-2.5,-18.1%,-21.8,-6.9%,-1.7,58.6%[activator]
Cc1cc(C(=O)OC2CCOC2=O)c2ccccc2n1 (stereo not given),4.5%,-7.0,-15.0%,3.1,-7.6%,-1.7,0.7%
Cn1c(N)c(C(=O)/C=C/c2ccccc2)c(=O)[nH]c1=O,7.9%,68.8*,-8.8%,99.2,-3.6%,48.4*,-2.0%
CCOc1cc2c(cc1OCC)-n1cccc1C(c1ccc(OC)c(O)c1)NC2 (stereo not given),-0.4%,-8.7,52.8%,102.4,-1.5%,-5.9,-21.9%
CCC(C)NC(=O)CCn1c(-c2ccccc2)cc(C(C)=O)c1C (stereo not given),-4.7%,-2.4,-14.2%,33.3,-0.3%,-4.9,-2.2%
COc1ccc(CCCc2nnc(SCC(=O)Nc3cccc(C)c3)o2)cc1,-3.2%&-11.3%,-7.5,2.3%,-13.8&-24.3,-13.0%,0.6,-2.4%
Cn1cc(P(=O)(N2CCOCC2)N2CCOCC2)cc1P(=S)(N1CCOCC1)N1CCOCC1,-3.9%,-4.1,-15.2%,-5.0,?,-1.6,-9.3%
CCCc1cc(=O)[nH]c(SCCOC(=O)c2ccccc2)n1,-6.4%,7.7,-18.6%,31.9,-13.3%,6.3,-3.8%
Nc1c(C(=O)Nc2cccc(F)c2)nnn1-c1ccc2c(c1)OCCO2,-4.7%,69.6*,25.0%,134.7,6.7%,20.4*,-1.5%
COc1ccc(OC)c(NC(=O)CSc2nnc(-c3ccncc3)s2)c1,-4.9%,-7.9,-6.3%,?,0.3%,-1.9,3.1%
COc1cc2c(C(=O)O)c(C)n(CC(C)C)c2c2ccccc12,-8.6%,6.2,-41.8%,-21.2,7.4%,1.6,-2.3%
CCc1ccc2oc(-c3ccc(OC)cc3)cc(=Nc3cccc(C(=O)O)c3)c2c1,5.7%,136.9*,21.7%,27.4,2.3%,58.3*,-3.1%
Cc1cnc(C(=O)NC(Cc2ccccc2)c2ccccc2)cn1 (stereo not given),?,-2.7,22.6%,18.3,1.1%,1.8,2.6%
O=C(Nc1cccc(Cl)c1)N1CCCCCC1,0.3%,23.1,-21.0%,125.2,-6.2%,14.9*,0.2%
COc1ccccc1C(=O)N1CCN(S(=O)(=O)c2ccccc2)CC1,-17.2%,22.3,1.2%,15.2,6.0%,-2.4,4.9%

(next part)
mol,AmpC detergent,Shiga toxin inh,AmpC inh no detg,HCMV inh,FBPA Giardia inh,Cycloheximide cs,AMA1-RON2 inh
O=C1/C(=C/c2cccs2)Cc2ccccc21,-1.6%,157.0*,-16.1%,?,1.6%,36.0*,7.4%[11.6 µM]
O=S(=O)(Nc1cccc(Oc2ccc(Cl)cc2)n1)c1ccc(F)cc1,2.8%,2.0,-21.7%,.,8.4%,-1.2,-2.4%
CCOc1cc(N2CCOCC2)c(OCC)cc1NC(=O)CN1CCc2ccccc2C1,-7.1%,-6.8,111.9%[activator],-7.8,-28.8%[12.9 µM],4.9,?
O=C1c2ccccc2C(=O)C12OC2c1ccc(Cl)cc1 (stereo not given),-1.0%,-3.9,-4.2%,.,?,-1.2,.
CCOC(=O)c1nn(-c2ccc3c(c2)OCO3)cc1O,?,107.8*,-16.3%,-101.4*,-0.6%,42.6*,14.3%
CS(=O)(=O)N1CCc2cc(C(=O)N3CCOCC3)ccc21,1.7%,-11.5,5.6%,86.0,5.0%,12.0,13.2%
Cc1cc(NC(=O)CN2CCN(C/C=C/c3ccccc3)CC2)c([N+](=O)[O-])cc1C,-0.6%,9.8,-4.5%,0.1,2.8%,6.0,3.6%[2.32 µM]
O=[N+]([O-])c1ccccc1NC1CCN(Cc2ccccc2)CC1,-6.0%,-1.6,-14.1%,-24.4,3.6%,2.1,?

Ordered by number of heavy atoms (high to low): some entries from above.
mol,AmpC detergent,Shiga toxin inh,AmpC inh no detg,HCMV inh,FBPA Giardia inh,Cycloheximide cs,AMA1-RON2 inh
CCOc1cc(N2CCOCC2)c(OCC)cc1NC(=O)CN1CCc2ccccc2C1,-7.1%,-6.8,111.9%[activator],-7.8,-28.8%[12.9 µM],4.9,?
Cc1cc(NC(=O)CN2CCN(C/C=C/c3ccccc3)CC2)c([N+](=O)[O-])cc1C,-0.6%,9.8,-4.5%,0.1,2.8%,6.0,3.6%[2.32 µM]
O=S(=O)(Nc1cccc(Oc2ccc(Cl)cc2)n1)c1ccc(F)cc1,2.8%,2.0,-21.7%,.,8.4%,-1.2,-2.4%
CCOC(=O)c1nn(-c2ccc3c(c2)OCO3)cc1O,?,107.8*,-16.3%,-101.4*,-0.6%,42.6*,14.3%
